OX1R antag-1: antagonists of human orexin 1 receptor (OX1R); Orexin/Hypocretin receptor type 1 (Homo sapiens), O43613; OX1R-expressing cells, FRET antagonist read-out; inhibition, % at 6.6 µM; 330,000 compounds, 1.8% hits; AID 485270, 2010; in the data active means inhibition mostly above about 38%, no sharp cut-off; inactive means mostly below about 40%;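 further: 0% = agonist challenge alone and 100% = reference antagonist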
Target sequence (O43613 whole entry, looked up): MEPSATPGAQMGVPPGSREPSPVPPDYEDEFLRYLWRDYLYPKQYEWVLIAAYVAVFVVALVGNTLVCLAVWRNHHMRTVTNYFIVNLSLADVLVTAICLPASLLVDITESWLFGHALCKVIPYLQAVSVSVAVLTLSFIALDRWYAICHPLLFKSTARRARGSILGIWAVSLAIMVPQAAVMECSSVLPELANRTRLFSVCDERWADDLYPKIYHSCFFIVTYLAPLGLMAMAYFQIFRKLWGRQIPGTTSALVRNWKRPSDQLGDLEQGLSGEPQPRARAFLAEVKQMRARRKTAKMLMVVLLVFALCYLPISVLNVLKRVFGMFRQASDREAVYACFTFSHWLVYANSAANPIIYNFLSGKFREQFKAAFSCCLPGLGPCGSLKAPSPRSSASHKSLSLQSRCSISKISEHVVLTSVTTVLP
OX1R antag-2: OX1R (HCRTR1) antagonists, primary screen, fluorescence, CHO/OX1R cells, Fluo-8 calcium, orexin A | Orexin/Hypocretin receptor type 1 (Homo sapiens), O43613 | Fluo-8 calcium fluorescence | inhibition, % at 5 µM | 330,000 compounds, 0.43% hits | AID 434989, 2010;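 active means inhibition above its plate's threshold, mean inhibition of all tested compounds on the plate plus 3 SD, cut at about 37% in these data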;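 further: 0% = orexin A challenge wells and 100% = SB-334867-A antagonist wells; not every result past the cut was called active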
Starred values were filed as active, the others as inactive.

Below each compound – OX1R antag-1	OX1R antag-2
> COc1ccc(C(=O)NCc2ccc3c(c2)OCO3)cc1
 : 10	-10
> COc1ccccc1S(=O)(=O)Cc1ccc(C(=O)NCc2cccnc2)o1
 : 9	0
> O=C1N(c2cccc(Cl)c2)C(c2ccc(Cl)cc2)N2CCCN12 (centres undefined)
 : 10	-2
> Cc1ccc(S(=O)(=O)N(C)CC(=O)Nc2cc(C)ccn2)cc1
 : 15	1
> Cc1ccccc1NS(=O)(=O)c1ccc(C(=O)NCC(C)(C)N2CCOCC2)cc1
 : 4	-10
> Cc1nn(C)c(C(=O)N2CCOCC2)c1Cl
 : 12	-13
> CC(NC(=S)N1CCN(c2ccccc2)CC1)c1ccccc1 (centres undefined)
 : 21	-9
> COC(=O)Nc1nc2c(C)cccc2s1
 : 10	-17
> Cc1c(C(=O)N(C)C)sc(NC(=O)c2cc([N+](=O)[O-])cc([N+](=O)[O-])c2)c1C#N
 : 55	6
> CC(CCc1ccccc1)NC(=O)COC(=O)c1ccc(NC(=O)CC#N)cc1 (centres undefined)
 : 8	6
> O=C1Cc2ccccc2C(c2c(Cl)cccc2Cl)N1 (centres undefined)
 : 2	3
> Cn1nnnc1SCC(=O)N1CCN(C(c2ccccc2)c2ccccc2)CC1
 : 28	-21
> CCOc1cc(C(=O)Nc2ccc3c(c2)OCO3)ccc1OC(F)F
 : 18	-20
> Cc1ccc(C(=O)NCCCNC(=O)c2ccccc2C)cn1
 : 22	-10
> CC(C)C[C@H](NC(=O)C1CC(=O)N(c2ccc3c(c2)OCO3)C1)C(=O)NC1CCCCC1 (some centres undefined)
 : 0	-21
> c1ccc(Nc2ccc(-n3ccnc3)nn2)cc1
 : 30	5
> CCN(C(=O)CN1CCc2ccccc21)c1c(N)n(Cc2ccccc2)c(=O)[nH]c1=O
 : 3	-10
> C=CCNC(=S)N/N=C/c1ccc(-c2ccc(Br)cc2)o1
 : 5	-22
> CC1=C(C(=O)OCc2ccc3c(c2)OCO3)C(c2ccc(Cl)cc2)NC(=O)N1 (centres undefined)
 : 17	-19
> CC(=O)OCCCCCCCCCCC[N+]1(C)CCCCC1
 : 8	-16
> Cc1ccc(CS(=O)Cc2ccc(C(=O)NCCc3ccccc3)o2)cc1 (centres undefined)
 : 14	-6
> Cc1ccc(NS(=O)(=O)c2ccc(C(=O)NCCN3CCOCC3)cc2)cc1
 : 6	-2
> c1ccc(OCc2nn3c(-c4ccco4)nnc3s2)cc1
 : 7	-11
> Cc1[nH]nc2c1C(c1cnn(C)c1)C(C#N)=C(N)O2 (centres undefined)
 : 46	-14
> CCOc1cc(C(=O)NC(C)C2CC3CCC2C3)cc(OCC)c1OCC (centres undefined)
 : 14	-51
> Cc1cc(C)c2cc(C)c3nnc(SCC(=O)NCc4ccc5c(c4)OCO5)n3c2c1
 : 0	-11
> O=C(Nc1ccc(Cl)c(Cl)c1)c1cccnc1
 : 11	-15
> Cc1ccc(N2C(=O)C3CCCN3C2=S)cc1 (centres undefined)
 : 0	6
> CCN1CCN(c2cc(C)c3cc(NC(=S)N4CCCC(C)C4)ccc3n2)CC1 (centres undefined)
 : 9	-20
> CC(OCC(O)CNCC1COc2ccccc2O1)c1ccc(Cl)cc1 (centres undefined)
 : 17	-30
> COn1c(SC2CCCCC2)nc2ccccc2c1=O
 : 16	-16
> COC(=O)[C@H](CCSC)NC(=O)Nc1cccc(Br)c1
 : 10	-9
> CCOC(=O)Cn1nnc(-c2ccc([N+](=O)[O-])cc2)n1
 : 96*	6
> CC1=C(C(=O)Nc2ccccc2C)C(c2ccc(C)o2)C2=C(CCCC2=O)N1 (centres undefined)
 : 3	-16
> Nc1ccc(SCC(=O)Nc2cccc([N+](=O)[O-])c2)cc1
 : 20	-5
> COc1ccc(-c2ccc(NS(=O)(=O)c3cccc([N+](=O)[O-])c3)cc2)nn1
 : 14	-29
> CCOC(=O)c1c(C)n(CCNC(C)=O)c2ccc(OC)cc12
 : 18	-10
> CC1CCCN(c2c([N+](=O)[O-])cc(C(=O)O)cc2[N+](=O)[O-])C1 (centres undefined)
 : 45	-3
> O=C(Nc1nccs1)C1(c2ccc(Cl)cc2)CC1
 : 23	-28
> CC(C)c1ccc(/C=N/n2cnnc2)cc1
 : 16	-16
> C=C(C)C1CC=C(C)/C(=N\NC(=O)CCc2ccccc2)C1 (centres undefined)
 : 2	-15
> COc1ccc(CN(C)C(=O)CNC(=O)c2ccc3ccccc3c2)c(OC)c1
 : 32	-19
> Cc1onc(-c2ccccc2)c1C(=O)Nc1nc(-c2cc(F)ccc2F)cs1
 : 10	-14
> COC(=O)c1ccc2c(c1)nc(C)n2CCO
 : -9	-13
> O=C(NCc1ccccn1)C1CC(c2ccccc2O)=NO1 (centres undefined)
 : 4	1
> COc1ccc([N+](=O)[O-])cc1NC(=O)Cc1noc2ccccc12
 : 8	-22
> Cc1ccc(SCCOCCN2CC(C)OC(C)C2)cc1 (centres undefined)
 : 8	-27
> CN(C1CCCCC1)S(=O)(=O)c1ccc(S(=O)(=O)N(CC(=O)Nc2ccccc2)C2CC2)cc1
 : 14	-7
> O=c1nc(SCc2c(F)cccc2Cl)nc(-c2ccc(Cl)cc2)[nH]1
 : 1	-7
> CC1(/[N+]([O-])=C\c2ccccc2F)CCCCC1=O (centres undefined)
 : -1	-15

The results go on.
Below each compound – OX1R antag-1	OX1R antag-2
> CCOC(=O)C(O)(NC(=O)c1cccnc1)C(F)(F)F (centres undefined)
 : 16	-8
> O=C(Nc1ccc(Cl)cc1)N[C@@H]1c2c(ccc3ccccc23)OC[C@@H]1CO
 : 14	-1
> CCCSc1ncnc2c1oc1ccccc12
 : 16	-13
> O=[N+]([O-])c1ccc(CS(=O)(=O)c2ncn[nH]2)cc1
 : 18	6
> CCn1c(COc2ccc(C)cc2)nnc1SCC(=O)NNC(=O)c1ccc(OC)cc1
 : 13	-11
> Cn1cc(CNC(=O)CC2C(=O)NCCN2CC(C)(C)C)cn1 (centres undefined)
 : 6	-11
> O=C1NC(Cc2ccc(O)cc2)c2nc3ccc(Cl)cc3c(=O)n2-c2ccc(Cl)cc21 (centres undefined)
 : 1	-25
> O=c1[nH]c2ccc(S(=O)(=O)Nc3ccccc3O)cc2[nH]1
 : 12	7
> CCOC(=O)c1ccc(NC(=O)COc2ccc(-n3cnnn3)cc2)cc1
 : 10	4
> COc1ccccc1OCc1nc(C#N)c(N2CC(C)CC(C)C2)o1 (centres undefined)
 : 21	-45
> Nn1c(Nc2ccccc2)nc2ccccc21
 : 19	-6
> OCCC1CN(CC2CC2)CCN1Cc1ccc(F)c(F)c1 (centres undefined)
 : 4	1
> CC(=O)OC1[C@H](Oc2c(O)c(C)c3c4c2[C@@H](C)CC[C@@H]4[C@@H](C)C[C@@H]3C=C(C)C)OC[C@@H](O)[C@@H]1O (some centres undefined)
 : 1	-32
> Cc1ccccc1NC(=O)c1[nH]cnc1C(=O)NN
 : -4	-15
> Cc1cccc(C(=O)N2CC3(C)CC2CC(C)(C)C3)c1 (centres undefined)
 : 15	-17
> Cc1ccccc1NC(=O)Nc1cccs1
 : 8	10
> CC(C)(C)SCCNC(=O)c1ccc(NS(C)(=O)=O)cc1
 : -1	-2
> Cc1c(NC(=O)c2cnn3c2NC(c2ccc(Br)cc2)CC3C(F)(F)F)c(=O)n(-c2ccccc2)n1C (centres undefined)
 : 15	-14
> CC/C(=N/Nc1ccccc1)c1cnnc(-c2ccccc2)n1
 : 12	-6
> CS(=O)(=O)Nc1ccc(C(=O)NCc2cccnc2)cc1
 : 10	-6

Quoted at random: 3 entries already listed.
Below each compound – OX1R antag-1	OX1R antag-2
> CS(=O)(=O)Nc1ccc(C(=O)NCc2cccnc2)cc1
 : 10	-6
> Cc1ccccc1NC(=O)Nc1cccs1
 : 8	10
> CC/C(=N/Nc1ccccc1)c1cnnc(-c2ccccc2)n1
 : 12	-6

More records:
Below each compound – OX1R antag-1	OX1R antag-2
> CCOc1ccc(CCNC(=O)CN(C)S(=O)(=O)c2cccc3nsnc23)cc1OCC
 : 25	-20
> CCCc1cc(=O)[nH]c(SCC(=O)c2c[nH]c3ccccc23)n1
 : 18	22
> c1ccc(COc2ccc(OCCCn3cncn3)cc2)cc1
 : 27	-3
> CCC1COCCS(=O)(=O)N1Cc1ccc(F)cc1 (centres undefined)
 : 8	-18
> CCC1=C(c2cc(OC)c(OC)c(OC)c2)C2(CCCC2)C(=O)O1
 : 18	-26
> COc1ccc(OC)c(/C=N\NC(=O)c2ccc(COc3ccc(C)cc3[N+](=O)[O-])o2)c1
 : 16	-16
> OCCNc1c2ccccc2nc2ccccc12
 : 12	-14
> O=C(Nc1cccc2c1CCCC2)c1ccc(Br)o1
 : 26	-27
> Cc1ccccc1Oc1cc(NC(=O)Cn2cnc([N+](=O)[O-])c2)cc([N+](=O)[O-])c1
 : 24	20
> Cc1ccc(S(=O)(=O)N2CCN(C(C(=O)Nc3ccc(F)cc3)c3ccccc3)CC2)cc1 (centres undefined)
 : 16	-11

Records listed so far printed as active in OX1R antag-1.
Below each compound – OX1R antag-1	OX1R antag-2
> CCOC(=O)Cn1nnc(-c2ccc([N+](=O)[O-])cc2)n1
 : 96*	6

Continuation:
Below each compound – OX1R antag-1	OX1R antag-2
> O=C(Nc1nnc(-c2cccs2)o1)c1cccc(C(F)(F)F)c1
 : 39	10
> CNC(=O)CC(C(=O)O)c1ccc(OCC(C)C)cc1 (centres undefined)
 : 11	-4
> COc1ccccc1N1CCN(S(=O)(=O)c2cn(C)cn2)CC1
 : 2	-17
> COc1cccc(C(=O)Oc2ccc(/C=N/NC(=O)c3ccncc3)cc2OC)c1
 : 14	-17
> CCc1ccc(NS(=O)(=O)c2ccc3[nH]cc(C(=O)NCC4CCCO4)c(=O)c3c2)cc1 (centres undefined)
 : 17	-12
> COc1ccc(-n2cc(C#N)c(=O)[nH]c2=O)cc1
 : 10	3
> COc1ccc(CCNC(=O)c2cc(-c3ccc(Cl)c(Cl)c3)oc2C)cc1
 : 35	-30
> COc1ccc(CNC(=O)c2cc(-c3cc(C)ccc3O)n[nH]2)cc1
 : 29	-18
> O=C(C1CCCCC1)N1CCC(n2nnc3ccccc32)CC1
 : 11	-25
> CSCC(=O)N1CCC(n2nccc2NC(=O)c2ccc3c(c2)OCO3)CC1
 : 6	-10
> O=C(NCCc1ccccn1)c1ccc(NS(=O)(=O)c2ccc(F)cc2)cc1
 : 12	-14
> CCC(CC)CN1C(Nc2ccccc2)=NC[C@@H]1CC(C)C
 : 7	-21
> COc1ccc(C(=O)N2CCn3c(C)ccc3C2C)cc1 (centres undefined)
 : 8	-13
> CC(C)C[C@H](NC(=O)c1nc[nH]c1C(=O)NCCCCCNC(=O)OC(C)(C)C)C(=O)OCc1ccccc1
 : 18	-3
> Cc1ccc(C)c(C(=O)COC(=O)c2nn(C)c(=O)c3ccccc23)c1
 : 33*	-1
> Cc1[nH]c(=O)c(C#N)cc1-c1ccccc1
 : 36	-22
> CCCCCCCN1N=C(C)C(C(=O)c2ccccc2)C1=O (centres undefined)
 : 28	-7
> COc1ccccc1NC(=O)c1c([N+](=O)[O-])c(C(C)(C)C)nn1C
 : 17	-20
> COc1ccc(OC)c(/C=N/Nc2nc(C)cc(=O)[nH]2)c1
 : 2	-6
> CCc1ccc(NC(=O)CSc2nc3ccccc3c(=O)n2CCCC(=O)NCCCN2CCOCC2)cc1
 : 9	-29

Whole records as entered above:
`COc1ccccc1NC(=O)c1c([N+](=O)[O-])c(C(C)(C)C)nn1C` across the screens: OX1R antag-1: 17; OX1R antag-2: -20
`CCc1ccc(NC(=O)CSc2nc3ccccc3c(=O)n2CCCC(=O)NCCCN2CCOCC2)cc1` across the screens: OX1R antag-1: 9; OX1R antag-2: -29
`COc1ccc(C(=O)N2CCn3c(C)ccc3C2C)cc1` (centres undefined) across the screens: OX1R antag-1: 8; OX1R antag-2: -13

(listing goes on)
Below each compound – OX1R antag-1	OX1R antag-2
> COc1ccccc1N1CCN(/N=C/c2ccc(Cl)c([N+](=O)[O-])c2)CC1
 : 6	-25
> CCOC(=O)C1CCCN(Cc2nc(CC3CC3)no2)C1 (centres undefined)
 : 6	-7
> COC(=O)CSc1[nH]c2cc(C)ccc2c1[N+](=O)[O-]
 : 29	1
> CCCCOC(=O)Cn1c(=N)n(CCN2CCOCC2)c2ccccc21
 : 1	-20
> C/C(=N\Nc1ccc2nncn2n1)c1ccc(Br)s1
 : 4	-2
> C=CCNc1nc2c(c(=O)[nH]c(=O)n2C)n1CCCc1ccccc1
 : 14	-5
> Cc1nn(C)cc1-c1n[nH]c(=S)n1-c1ccc(Cl)cc1
 : -1	-7
> COC(=O)c1cc(C(=O)OCC(=O)N(C)C2CCS(=O)(=O)C2)cc([N+](=O)[O-])c1 (centres undefined)
 : 120*	-8
> CS(=O)(=O)c1[nH]nc(-c2cccc(Cl)c2)c1C#N
 : 6	-12
> N#CN1CCC(NS(=O)(=O)c2ccc(C(F)(F)F)cc2)C1 (centres undefined)
 : 1	-6
> CC1CCN(c2ccccc2NC(=S)NC(=O)c2cccs2)CC1
 : 20	-18
> CCCCC(=O)NC(NC(=S)N1CCCCCC1)C(Cl)(Cl)Cl (centres undefined)
 : 7	-15

A stretch from the list above, as a working copy:
Below each compound – OX1R antag-1	OX1R antag-2
> COc1ccccc1N1CCN(/N=C/c2ccc(Cl)c([N+](=O)[O-])c2)CC1
 : 6	-25
> CCOC(=O)C1CCCN(Cc2nc(CC3CC3)no2)C1 (centres undefined)
 : 6	-7

Compound activity (PubChem)
